# Screening data as filed in PubChem.
# TDP2 inh – blocks human TDP2 phosphodiesterase activity; 0.34% of 370,000 active; recombinant TDP2, T5PNP hydrolysis, p-nitrophenol absorbance 415 nm; inhibition, % at 12.8 µM; O95551;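 active = inhibition above the mean of all tested compounds plus 3 SD, set per campaign, cut at about 25% in these data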;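 also: 0% = DMSO with enzyme and 100% = buffer with substrate but no TDP2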
#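 Test system: human TDP2 enzyme; Input: 120 nM TDP2 per well; Buffer or medium: Mg2+-containing Tris-HCl buffer, pH 7.5; Reagent: 5 mM T5PNP; Dosing: 12.8 µM single point, 1% DMSO; Incubation: reaction 2 h, 37 °C; Detection: p-Nitrophenol epi absorbance; Read-out: % inhibition relative to enzyme-containing and enzyme-free wells; Replicates: single well per compound.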
# DDE Tn7 FP inh – DD(E)-Tn7 binding inhibition, primary FP screen. AID 720508. FP displacement of FITC-Tn7 peptide from fibrin DD(E); 0% = median of compound wells per plate. 0.13% of 370,000 active. inhibition, % at 8.3 µM. P02675;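 active = inhibition above the mean of compounds falling within the control limits plus 3 SD of them, cut at about 14% in these data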;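 also: 0% = plate median of compound wells and 100% = 10 µM Aha-Tn7 peptide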
#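 assay system = human clot-derived fibrin DD(E) complex | quantity = Fibrin-DD(E) at 2 µM final | timing = 10 min preincubation, 3 h with tracer, room temperature | signal = fluorescence polarization | measure = percent inhibition | benchmarks = high control wells with 10 µM unlabelled Aha-Tn7 peptide (full inhibition) | replicates = singlicate testing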
# UHRF1 binding – UHRF1 methyl-DNA binding inhibition; Q96T88; UHRF1 binding to methylated oligo, TR-FRET; inhibition, % at 4.4 µM; 0.75% of 370,000 active; AID 687016; in the data active = inhibition above about 21%;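 also: UHRF1 SRA domain binding a hemimethylated CpG hairpin DNA probe; 0% = median of test compound wells and 100% = reference inhibitor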
# PRMT1 FP inh – blocks human protein arginine methyltransferase 1 | inhibition, % at 2.79 µM | 1.3% of 370,000 active | Q99873 | recombinant PRMT1, activity-based probe fluorescence polarization;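 active = inhibition above about 21% made by adding two undisclosed values, limit read from the data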
# LEDGF integ inh – blocks HIV-1 LEDGF/p75-dependent DNA integration; TR-FRET IN-LEDGF/p75 DNA integration, Eu/Cy5; inhibition, % at 3.7 µM; 0.64% of 370,000 active; AID 743269;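 active = inhibition above the screen-wide mean plus 3 SD, cut at about 13% in these data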;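 also: signal is the Cy5 over europium emission ratio at 671 and 618 nm; 0% = plate median of compound wells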
# TCR-CD3 inh – blocks the human TCR-CD3 interaction; TAMRA-labeled TCR probe fluorescence, biochemical; inhibition, % at 9.4 µM; 0.37% of 360,000 active; AID 651800; in the data active = inhibition above about 19%;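 also: recombinant mutant TCR 2C K166C tagged with TAMRA read by polarization; 0% = receptor in buffer alone and 100% = receptor with positive control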
# PG9 binder – PG9 antibody binding by small molecule; TR-FRET gp120-PG9 antibody binding; inhibition, % at 6.7 µM; 0.43% of 360,000 active; in the data active = inhibition above about 8.5%
# mABHD4 FP – inhibitors of mouse ABHD4. Q8VD66. purified mABHD4, FP-Rh probe fluorescence polarization. inhibition, % at 8.92 µM. 0.54% of 370,000 active;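 active = inhibition exceeding the mean over every tested compound plus 3 SD, cut at about 30% in these data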;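 also: 0% = plate median of compound wells and 100% = S159A mutant with DMSO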
# Target sequence (Q8VD66 whole entry, looked up): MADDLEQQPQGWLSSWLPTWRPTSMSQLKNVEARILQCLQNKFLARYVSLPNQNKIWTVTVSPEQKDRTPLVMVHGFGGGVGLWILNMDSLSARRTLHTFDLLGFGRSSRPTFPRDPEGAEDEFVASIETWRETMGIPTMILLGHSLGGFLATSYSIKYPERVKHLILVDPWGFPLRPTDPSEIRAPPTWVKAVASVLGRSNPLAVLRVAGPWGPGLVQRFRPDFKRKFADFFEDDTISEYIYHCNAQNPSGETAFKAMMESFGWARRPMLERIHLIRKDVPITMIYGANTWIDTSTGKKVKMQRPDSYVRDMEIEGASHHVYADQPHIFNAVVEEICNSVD
#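 Test system: mouse ABHD4 enzyme, wild type. Reagent: FP-Rh fluorescent activity-based probe, added after compound pre-incubation. Timing: pre-incubation 45 min, probe exposure 60 min, at 25 °C. Technique: FP readout, ex 525 nm / em 598 nm. Benchmarks: high control S159A mutant with DMSO, low control median of compound wells.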
# HTRA1 inh – blocks human HTRA1 serine peptidase; inhibition, % at 5.96 µM; recombinant HTRA1, FP-rhodamine activity-based probe, fluorescence polarization; AID 504803; 0.5% of 340,000 active; in the data active = inhibition above about 36%;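 also: 0% = enzyme with DMSO and 100% = wells lacking enzyme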
# SIAE primary – human SIAE inhibition, primary screen; 0.69% of 370,000 active; Q9HAT2; inhibition, % at 9.66 µM; SIAE FP-Rh probe binding, fluorescence polarization; AID 1053197;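 active = inhibition above a cutoff: mean of compounds within the control limits plus 3 SD of those, cut at about 17% in these data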;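 also: 0% = plate median of compound wells and 100% = probe without SIAE protein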
# Target sequence (Q9HAT2 whole entry, looked up): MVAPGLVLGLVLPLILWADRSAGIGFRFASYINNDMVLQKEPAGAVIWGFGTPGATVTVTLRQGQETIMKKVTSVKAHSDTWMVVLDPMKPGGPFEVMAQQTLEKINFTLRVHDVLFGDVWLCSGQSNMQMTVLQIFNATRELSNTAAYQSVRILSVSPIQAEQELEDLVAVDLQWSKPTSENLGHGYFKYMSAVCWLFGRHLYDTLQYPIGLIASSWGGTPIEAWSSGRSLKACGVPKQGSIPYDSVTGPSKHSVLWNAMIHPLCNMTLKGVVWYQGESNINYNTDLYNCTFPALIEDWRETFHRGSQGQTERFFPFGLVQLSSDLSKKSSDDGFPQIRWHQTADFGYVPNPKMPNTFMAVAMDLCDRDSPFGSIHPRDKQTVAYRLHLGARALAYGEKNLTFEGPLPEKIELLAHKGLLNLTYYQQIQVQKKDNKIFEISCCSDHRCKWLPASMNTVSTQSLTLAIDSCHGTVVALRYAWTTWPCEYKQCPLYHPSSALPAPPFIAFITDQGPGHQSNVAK
# Numbers without * were called inactive; · = not tested or not shown.
# The line under a structure holds: TDP2 inh	DDE Tn7 FP inh	UHRF1 binding	PRMT1 FP inh	LEDGF integ inh	TCR-CD3 inh	PG9 binder	mABHD4 FP	HTRA1 inh	SIAE primary
- CCOC(=O)CN1C(=N)N(c2nc(NC(C)C)nc(OC)n2)CC1=O
    -1	1	2	1	5	10	-0.5	2	9	-7
- O=C1CC(c2cccc(O)c2)Oc2ccccc21 (stereo not given)
    -3	-2	1	0	0	2	-1.7	-4	2	2
- Nc1ccc(-c2nc3ccccc3[nH]2)cc1
    -5	-8	-3	6	-4	3	-1.0	7	0	9
- COc1ccc(Cl)cc1C(=O)Nc1nc(C)cc(C)n1
    -5	2	3	4	-2	-5	-1.2	3	-5	-3
- CN1CCN(C(=O)CCN2C(=O)/C(=C\c3ccccc3F)SC2=S)CC1
    -12	2	-3	28*	2	-45	-2.1	-47	-6	-6
- Cn1cc(C(=O)c2ccc(Cl)cc2Cl)cc1C(=O)N/N=C(\N)COc1ccc(Cl)cc1
    -1	-3	-2	0	2	1	-0.2	-11	-2	-7
- Cc1nn(-c2cc(C)c3ccccc3n2)c2c1C1C(C2)C1(C)C (stereo not given)
    8	6	-2	-1	3	5	0.8	-4	-17	3
- CC(C)c1ccc(S(=O)(=O)N2CCN(C(=S)NCc3ccco3)CC2)cc1
    7	-6	-2	1	1	7	-0.1	-2	-23	-1
- CC(C(=O)NC1CCCCCC1)c1ccc([N+](=O)[O-])cc1 (stereo not given)
    25*	4	-3	-1	-2	7	-1.0	2	-3	14
- Cc1noc(/C=C/c2ccco2)c1S(=O)(=O)N1CCC(C(=O)N2c3ccccc3CC2C)CC1 (stereo not given)
    -8	-3	-1	6	2	-5	-1.4	-17	-23	-16

# A draw from above in order of SMILES length, high to low:
# The line under a structure holds: TDP2 inh	DDE Tn7 FP inh	UHRF1 binding	PRMT1 FP inh	LEDGF integ inh	TCR-CD3 inh	PG9 binder	mABHD4 FP	HTRA1 inh	SIAE primary
- CCOC(=O)CN1C(=N)N(c2nc(NC(C)C)nc(OC)n2)CC1=O
    -1	1	2	1	5	10	-0.5	2	9	-7
- O=C1CC(c2cccc(O)c2)Oc2ccccc21 (stereo not given)
    -3	-2	1	0	0	2	-1.7	-4	2	2
- Nc1ccc(-c2nc3ccccc3[nH]2)cc1
    -5	-8	-3	6	-4	3	-1.0	7	0	9

# The list continues.
# The line under a structure holds: TDP2 inh	DDE Tn7 FP inh	UHRF1 binding	PRMT1 FP inh	LEDGF integ inh	TCR-CD3 inh	PG9 binder	mABHD4 FP	HTRA1 inh	SIAE primary
- CC(C)CCn1c(CN2CCN(C(=O)c3ccco3)CC2)nc2c1c(=O)n(C)c(=O)n2C
    1	1	2	0	4	-1	-0.5	0	5	0
- CCC(C)C(NC(=O)c1ccccc1NC(=O)c1ccc(C)cc1)C(=O)O (stereo not given)
    -17	0	-2	-3	-2	10	-2.6	-9	-3	5
- CCCC(C)c1oc(=O)cc(O)c1C (stereo not given)
    -10	-2	2	11	1	-2	0.8	-12	-15	2
- Cc1cc(N2CCCCC2)nc(-c2ccc(Br)cc2)n1
    4	0	-1	-7	4	-4	-3.2	1	-10	1
- Cc1nccn1CC(=O)N/N=C/c1c[nH]c2ccccc12
    -7	0	-1	-3	0	2	-3.7	2	1	6
- COc1cc(/C=C(\C#N)c2ccccn2)cc(OC)c1O
    -16	-19	-4	-9	-2	2	-7.4	-4	0	-5
- CC1CCCCN1CCCNc1c(C=O)c(=O)[nH]c2ccccc12 (stereo not given)
    0	-1	7	-5	5	8	0.3	-1	-1	-1
- N#Cc1c(NCCCO)nc(-c2ccco2)c2c1CCCC2
    -3	-5	-3	7	-1	4	-0.8	-4	-8	-1
- CCc1noc(C)c1C(=O)N1CCN(CC(=O)OC)CC1
    1	-2	0	4	2	·	·	-3	·	7
- COc1ccccc1NC(=O)c1ccccc1C(=O)N(C)Cc1ccccc1
    -7	-4	2	-5	2	1	-2.7	-4	2	1

# Next section:
# The line under a structure holds: TDP2 inh	DDE Tn7 FP inh	UHRF1 binding	PRMT1 FP inh	LEDGF integ inh	TCR-CD3 inh	PG9 binder	mABHD4 FP	HTRA1 inh	SIAE primary
- CCN(CC)S(=O)(=O)c1ccc(C(=O)NCC(=O)N/N=C/c2ccccc2OC)cc1
    6	2	-2	2	-1	4	-3.3	4	-8	-8
- N#CCCSc1ccccc1NC(=O)c1cc(=O)c2ccccc2o1
    4	0	-3	9	2	4	-0.8	2	-2	-2
- Cc1c(Cl)cccc1NC(=S)N1CCOCC1
    -4	3	-1	-2	-1	5	0.0	0	4	-2
- CCOC(=O)c1cc(-c2cccs2)[nH]n1
    -7	1	1	3	0	-4	0.7	-3	0	-7
- CC1CC(C)CN(C(=O)COC(=O)c2cc([N+](=O)[O-])ccc2N2CCOCC2)C1 (stereo not given)
    -27	9	-2	-1	0	2	-3.0	0	-4	11
- C=CCOc1c(Cl)cc(CNc2nccs2)cc1OC
    2	-2	0	-2	3	12	0.6	-4	4	-2
- NC1=NC(c2ccccc2C(F)(F)F)N(c2ccc(F)c(Cl)c2)C(N)=N1 (stereo not given)
    -3	1	1	3	0	-8	1.0	1	11	-7
- Cc1ccc(NC(=O)COC(=O)c2cc(=O)c3cc(F)ccc3o2)cc1
    -7	-6	1	-1	3	-3	0.1	2	-1	0
- Cc1ccc(NC(=S)N(Cc2ccccc2)Cc2cccs2)c(C)c1
    8	-1	-1	-1	0	0	-0.4	2	-2	0
- CCC(C)Sc1ccc([C@@H]2[C@H]3C(=O)N(C)C(=O)[C@H]3[C@]3(C(=O)OC)CCCN23)cc1 (stereo not given in full)
    -2	4	-2	3	1	2	0.8	-2	-12	-3

# Next part.
# The line under a structure holds: TDP2 inh	DDE Tn7 FP inh	UHRF1 binding	PRMT1 FP inh	LEDGF integ inh	TCR-CD3 inh	PG9 binder	mABHD4 FP	HTRA1 inh	SIAE primary
- CCOC(=O)C(C(=O)OCC)C1CCS(=O)(=O)C1 (stereo not given)
    -4	6	-1	0	-2	3	-1.6	2	4	-2
- Cc1cc(NS(=O)(=O)c2ccc(NC(=O)Cc3ccc([N+](=O)[O-])cc3)cc2)no1
    -7	14*	-1	-4	1	1	0.4	0	3	9
- CCOC(=O)NNC1CC(=O)N(c2ccccc2)C1=O (stereo not given)
    4	4	0	-4	18*	9	-0.6	0	22	0
- COc1ccc(CNC(=O)CN2C(=O)NC3(CCCc4sccc43)C2=O)cc1 (stereo not given)
    -5	4	4	0	-3	-2	0.3	2	-3	6
- COc1cc(/C=N/n2c(-c3ccccc3)n[nH]c2=S)cc(OC)c1OC
    5	7	0	3	0	5	1.5	3	-1	2
- COc1cc(OC)c(C(=O)OCN2C(=O)c3ccccc3C2=O)cc1OC
    10	2	-2	-4	4	3	0.2	-2	-4	11
- COc1ccc(C(C)C)cc1-c1cccc2nncn12
    -11	-3	6	6	1	-8	1.7	-8	·	-3
- COC(=O)C1=C(C)NC(C)=C(C(=O)OC)C1C(=O)OCC(=O)N1CCCCC1C (stereo not given)
    7	-8	0	-6	2	3	-1.6	-1	3	1
- Cn1nnc(NC(=S)NC(=O)c2ccc3ccccc3c2)n1
    8	-6	-1	-2	1	0	-1.0	2	-1	2
- C=CCOc1ccc(CN(C)C(=O)CN2C(=O)c3ccccc3C2=O)cc1
    8	7	-2	1	0	-12	2.4	5	0	8

# Results in DDE Tn7 FP inh and PG9 binder, for some of the entries so far:
SMILES	DDE Tn7 FP inh	PG9 binder
COc1ccc(C(C)C)cc1-c1cccc2nncn12	-3	1.7
COC(=O)C1=C(C)NC(C)=C(C(=O)OC)C1C(=O)OCC(=O)N1CCCCC1C (stereo not given)	-8	-1.6
Cn1nnc(NC(=S)NC(=O)c2ccc3ccccc3c2)n1	-6	-1.0

# New compounds follow.
# The line under a structure holds: TDP2 inh	DDE Tn7 FP inh	UHRF1 binding	PRMT1 FP inh	LEDGF integ inh	TCR-CD3 inh	PG9 binder	mABHD4 FP	HTRA1 inh	SIAE primary
- CC1=NN(C(N)=S)C(=O)C1N=Nc1ccccc1[N+](=O)[O-] (stereo not given)
    1	-9	-19	1	4	5	-4.0	9	4	1
- COc1ccccc1C(=O)NNC(=O)CN(C)S(=O)(=O)c1ccc(Cl)cc1
    3	-1	-1	-3	-1	1	-1.3	5	6	3
- CN1CCN(NS(=O)(=O)c2cccs2)CC1
    11	10	-1	5	-2	4	-0.5	6	10	14
- CCSc1nc(-c2ccc(OC)cc2)ccc1C#N
    -5	0	0	1	3	5	0.2	-23	-46	-11
- O=C(O)CSc1nnc(CNc2ccc(F)cc2)n1-c1ccccc1
    3	1	-1	-6	7	1	-0.8	0	10	9
- O=C(CN1CCN(c2cccc(C(F)(F)F)c2)CC1)NCc1ccccc1
    -20	8	-1	-1	2	3	-1.9	-9	-5	-1
- CC(NC(=O)C12CC3(C)CC(C)(CC(C)(C3)C1)C2)C(=O)O (stereo not given)
    7	0	-3	-2	4	4	-1.1	-2	-1	-4
- NS(=O)(=O)c1ccc(Nc2nc(-c3cccc([N+](=O)[O-])c3)cs2)cc1
    -11	2	-1	6	-4	-8	0.1	-6	-14	-8
- NCCN1C(=O)S/C(=C\c2ccc3c(c2)OCO3)C1=O
    5	4	-20	19	-4	1	-2.8	1	5	4
- CC1CCc2cc(F)ccc2N1S(=O)(=O)c1ccc(Cl)nc1 (stereo not given)
    -4	2	1	3	-4	-2	1.8	-4	1	-6
- COc1ccc(/C=C/C(=O)NC(CCSC)C(=O)O)cc1 (stereo not given)
    7	4	-2	2	1	-6	0.1	4	6	2
- COc1ccc(CC(=O)N[C@@H](CCSC)c2nc3ccccc3[nH]2)cc1
    7	1	-1	-3	3	3	-2.0	-6	·	2
- CCOC(=O)C1(Cc2cccc(F)c2)CCN(Cc2c(C)nn(CC)c2C)CC1
    2	-1	-1	0	3	6	-0.4	0	-1	1

# Random excerpt: three records from the list.
# The line under a structure holds: TDP2 inh	DDE Tn7 FP inh	UHRF1 binding	PRMT1 FP inh	LEDGF integ inh	TCR-CD3 inh	PG9 binder	mABHD4 FP	HTRA1 inh	SIAE primary
- COc1ccccc1C(=O)NNC(=O)CN(C)S(=O)(=O)c1ccc(Cl)cc1
    3	-1	-1	-3	-1	1	-1.3	5	6	3
- O=C(CN1CCN(c2cccc(C(F)(F)F)c2)CC1)NCc1ccccc1
    -20	8	-1	-1	2	3	-1.9	-9	-5	-1
- CCOC(=O)C1(Cc2cccc(F)c2)CCN(Cc2c(C)nn(CC)c2C)CC1
    2	-1	-1	0	3	6	-0.4	0	-1	1
